Screens as filed in PubChem.
NR5A2 inv ag – suppresses constitutive activity of human LRH-1; AID 602396; 0.13% of 360,000 active; inhibition, % at 3.6 µM; HEK293T StAR-luciferase reporter, LRH-1 transfected, 24 h; O00482;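 active = inhibition above the mean inhibition of all tested compounds plus 3 SD, cut at about 73% in these data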;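 also: 0% = DMSO wells and 100% = reporter-only cells lacking LRH-1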
TROY signal inh – inhibitors of TROY-dependent NF-kB signaling; 0.98% of 360,000 active; Q293 LMP1-TROYcd NF-kB luciferase reporter, 4 h; AID 1347056; inhibition, % at 10 µM;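 active = compounds whose plate-normalised and pattern-corrected inhibition of the luciferase reporter signal at the single screening dose is 50% or more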
COUP-TFII inh – blocks human COUP-TFII nuclear receptor; P24468; HEK293T NGFI-A luciferase reporter, luminescence; inhibition, % at 8.6 µM; 0.7% of 370,000 active;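 active = inhibition above a per-plate cutoff, mean inhibition of test wells between control levels plus 3 SD, cut at about 38% in these data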;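 also: cells cotransfected with COUP-TFII expression vector driving the NGFI-A reporter; 0% = median of COUP-TF2 test wells and 100% = reporter-only cells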
TRAIL sens C8 – sensitizes caspase-8 expressing cells to TRAIL; NB7+C8 cells + TRAIL, ATPlite viability luminescence; inhibition (viability loss, TRAIL sensitization), % at 10 µM; 1% of 360,000 active; AID 624354;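 active = compounds causing at least 50% loss of cell viability in the single-dose screen, relative to plate controls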
TWEAK-Fn14 inh – inhibitors of TWEAK-Fn14 interaction signaling | TWEAK-stimulated Fn14 reporter cells, luciferase luminescence, 8 h | 2% of 360,000 active | inhibition, % at 10 µM; in the data active = inhibition above about 50%
KKLEB cytotox – reduces viability of KKLEB cystic fibrosis airway cells | KKLEB CF airway cells viability, ATPlite luminescence, overnight; hits give low values; cells stimulated with P. aeruginosa culture filtrate | activity change (cytotoxicity), % at 5 µM | 0.36% of 360,000 active | AID 602141;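 active = corrected activity change at or below -50% at 5 µM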
NCOA1 inh – inhibits human SRC1 coactivator. Q15788. HEK293 GAL4-SRC1 luciferase reporter, luminescence. inhibition, % at 3.6 µM. 0.12% of 360,000 active. AID 588354;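 active = inhibition above the campaign mean plus 3 SD, with each screening campaign given its own cutoff, cut at about 60% in these data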;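 also: 0% = DMSO treated cells and 100% = gossypol at 36 µM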
CF NFkB block – blocks PAF-induced NF-kB reporter in cystic fibrosis cells | inhibition, % at 5 µM | AID 588850 | KKLEB NF-kB-GFP reporter, GFP fluorescence overnight | 0.86% of 360,000 active;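 active = at least 50% inhibition at 5 µM, scaled per plate between neutral and stimulator controls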;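 also: PAF is a Pseudomonas aeruginosa culture filtrate used as stimulus; plate controls were PAF-stimulated DMSO wells for no effect and unstimulated DMSO wells for full effect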
EBV LMP1 NFkB – inhibitors of Epstein-Barr LMP1-induced NF-kappaB reporter. LMP1-induced NF-kappaB luciferase reporter cells, luminescence. inhibition, % at 12.5 µM. 0.69% of 350,000 active. AID 504558; in the data active = inhibition above about 41%;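 also: 0% = neutral control wells and 100% = reference inhibitor control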
SRC3 inh – inhibitors of human steroid receptor coactivator 3 (SRC3); Q9Y6Q9; HEK293 GAL4-SRC3 luciferase reporter, luminescence; inhibition, % at 3.6 µM; 0.17% of 360,000 active; AID 588352;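 active = inhibition above a per-campaign cutoff, the mean of all compounds plus 3 SD, cut at about 60% in these data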;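 also: 0% = DMSO-treated cells and 100% = gossypol-treated cells at 36 µM; higher means less SRC3-driven luciferase light from the GAL4 reporter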
Target sequence (Q9Y6Q9 whole entry, looked up, the tested form may be a part): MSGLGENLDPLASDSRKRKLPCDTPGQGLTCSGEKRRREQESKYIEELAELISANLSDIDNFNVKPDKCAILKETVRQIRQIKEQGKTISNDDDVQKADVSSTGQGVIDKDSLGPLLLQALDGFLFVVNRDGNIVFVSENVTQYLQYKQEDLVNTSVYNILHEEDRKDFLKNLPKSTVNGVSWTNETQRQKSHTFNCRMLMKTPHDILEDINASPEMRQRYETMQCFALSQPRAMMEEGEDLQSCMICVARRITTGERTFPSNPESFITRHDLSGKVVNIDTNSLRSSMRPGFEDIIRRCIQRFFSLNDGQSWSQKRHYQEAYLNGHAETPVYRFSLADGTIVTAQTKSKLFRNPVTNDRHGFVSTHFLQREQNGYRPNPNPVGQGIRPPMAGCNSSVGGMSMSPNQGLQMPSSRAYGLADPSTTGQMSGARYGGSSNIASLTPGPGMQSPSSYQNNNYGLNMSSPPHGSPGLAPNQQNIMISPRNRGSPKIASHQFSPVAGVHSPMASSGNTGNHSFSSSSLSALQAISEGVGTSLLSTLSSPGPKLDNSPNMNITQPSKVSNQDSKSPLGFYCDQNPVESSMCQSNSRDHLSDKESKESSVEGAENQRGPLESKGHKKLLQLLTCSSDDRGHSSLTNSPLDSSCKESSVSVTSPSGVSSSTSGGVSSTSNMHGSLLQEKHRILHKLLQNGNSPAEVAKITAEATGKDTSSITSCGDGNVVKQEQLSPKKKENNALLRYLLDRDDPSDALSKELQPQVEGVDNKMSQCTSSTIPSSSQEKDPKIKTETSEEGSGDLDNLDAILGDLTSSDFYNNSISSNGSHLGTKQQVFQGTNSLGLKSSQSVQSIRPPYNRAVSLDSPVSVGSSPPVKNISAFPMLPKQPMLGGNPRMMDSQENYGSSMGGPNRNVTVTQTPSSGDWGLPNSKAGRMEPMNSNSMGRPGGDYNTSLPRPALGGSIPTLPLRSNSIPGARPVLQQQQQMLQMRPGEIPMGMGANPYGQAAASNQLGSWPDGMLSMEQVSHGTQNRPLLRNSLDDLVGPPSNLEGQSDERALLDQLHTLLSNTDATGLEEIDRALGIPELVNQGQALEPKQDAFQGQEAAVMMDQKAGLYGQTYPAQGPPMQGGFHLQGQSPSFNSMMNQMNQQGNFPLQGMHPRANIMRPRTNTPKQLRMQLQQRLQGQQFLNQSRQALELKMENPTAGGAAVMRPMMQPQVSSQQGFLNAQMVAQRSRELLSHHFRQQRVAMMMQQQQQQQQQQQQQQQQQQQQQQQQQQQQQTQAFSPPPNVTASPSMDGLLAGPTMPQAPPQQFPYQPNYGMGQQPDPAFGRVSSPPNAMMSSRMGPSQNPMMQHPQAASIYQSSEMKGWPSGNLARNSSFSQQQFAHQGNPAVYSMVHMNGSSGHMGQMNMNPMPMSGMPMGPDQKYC
Shn3 3UTR inh – Schnurri-3 reporter inhibition in Clone20 osteoblasts | 0.52% of 360,000 active | AID 588674 | inhibition, % at 12.5 µM | Clone20 osteoblast Shn3 3'UTR firefly luciferase, 24 h;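 active = mean inhibition of at least 75% with every replicate also reaching 75%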;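 also: 0% = median of neutral control wells and 100% = pilot-screen positive control compound; some compounds past the cut are filed as inactive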
* marks the source's active call; other numbers are inactive results; . = no result given. An excerpt; count on the stated rates, not on these rows.

Molecule	NR5A2 inv ag	TROY signal inh	COUP-TFII inh	TRAIL sens C8	TWEAK-Fn14 inh	KKLEB cytotox	NCOA1 inh	CF NFkB block	EBV LMP1 NFkB	SRC3 inh	Shn3 3UTR inh
NC(=O)c1cnn(-c2cc(Oc3ccccc3)ncn2)c1N	-94	-36	-10	5	-47	-3	-76	-2	-32	-57	-52
Cn1c(=O)n(C)c2cc(NS(=O)(=O)c3ccccc3[N+](=O)[O-])ccc21	20	-4	-3	4	1	-5	7	4	0	1	1
O=C(CN1CCSC1=NCc1ccccc1)c1ccccc1	-12	-8	15	-4	2	-2	-14	10	0	23	9
O=C(Cc1ccccc1)N1CCN(C(=O)c2ccco2)CC1	16	14	-3	-3	-5	11	-19	-6	1	13	-10
COc1ccc(-c2nn(-c3ccccc3)cc2/C=C(/C#N)C(N)=O)cc1[N+](=O)[O-]	15	2	10	-9	22	-16	2	-22	5	1	8
COc1ccc(C(=O)C[n+]2ccc3ccccc3c2C)cc1	-73	-14	-43	11	-17	4	-67	-29	-50	-28	-61
CC1NC(=O)c2cc3ccccc3cc2-n2c1nc1cc(F)ccc1c2=O (stereo not drawn)	17	10	6	8	9	-2	-21	22	0	1	-9
CCOc1ccc(NC(=O)c2ccc(NS(=O)(=O)c3cccc4cccnc34)cc2)cc1	3	-19	4	3	-6	-3	5	-1	-5	-7	-51
Cc1nn(-c2ccccc2)c2nc(N)c(C(N)=O)cc12	-2	-14	-14	26	24	-3	-4	-3	-8	-6	-4
COc1ccc(CN(C)S(=O)(=O)c2nnc(NC(=O)c3ccccc3)s2)cc1OC	-21	-2	-10	3	-4	-10	-17	19	-6	-6	-8
O=C(CNCC1CCCO1)N1CCCCCC1 (stereo not drawn)	4	-7	10	-2	-6	15	9	-50	1	-2	3
CCOC(=O)C(C(C)=O)C(c1ccc(OCCC(C)C)cc1)C(C(C)=O)C(=O)OCC (stereo not drawn)	25	4	1	13	-3	4	12	5	3	25	12
O=C(Cc1cccs1)Nc1ccc([N+](=O)[O-])cc1	-3	-23	2	0	-15	-3	0	5	1	-25	-6
Cc1ccc(NC(=O)c2cccc3c2C(=O)N(C2CCCCC2)C3)c(C)c1	-4	6	.	-11	1	-1	1	17	-7	-20	5
COCCN(C(=O)Cc1cccs1)c1nnc(-c2ccncc2)s1	-2	-1	-12	-1	-8	3	11	8	1	18	-7
CCCCCCC1CC(=O)NC(=S)N1 (stereo not drawn)	17	9	13	-6	6	2	-29	22	-1	15	-1
COc1ccccc1CNS(=O)(=O)c1ccc2c(c1)CC(C)N2C(=O)C1CCC1 (stereo not drawn)	11	27	30	27	10	3	-1	5	3	4	50
COc1cc2c(c3ccccc13)CCCC2=O	-15	12	1	0	4	2	-4	8	0	7	3
Nc1nc2c(F)c(F)c(F)cc2s1	7	-11	-12	-4	9	5	-6	-6	-14	1	0
COc1ccccc1OCCCCCNCCO	10	4	8	-7	2	15	-1	11	3	5	-13
Cc1ccc(OCCNC(=O)/C=C/c2ccco2)cc1C	6	6	6	-1	4	-13	4	0	-13	-9	-19
Fc1cc2[nH]cnc2cc1Cl	-9	-24	-3	0	3	-7	24	9	-2	14	4
Cc1nn(C)cc1S(=O)(=O)Nc1ccc2c(c1)OCCO2	5	82*	5	2	77*	4	-46	-15	32	32	18
COc1ccc(NC(=O)CSc2ccccc2)c([N+](=O)[O-])c1	-88	-56	-34	-14	-36	8	-52	7	-25	-51	.
COC(=O)c1nc2ccc(N3CCOCC3)cc2c(C)c1C(=O)OC	-61	-29	-11	63*	-32	-2	-62	-10	-6	-47	-46
Cc1ccc(Cl)cc1NCN1C(=O)c2ccccc2C1=O	7	-5	15	-4	15	2	0	22	0	-16	12
CCN(CC)c1ccc(/C=N/NC(=O)Cc2nnc(NC(=O)Nc3ccccc3)s2)cc1	39	10	1	-1	18	-21	-8	16	3	3	-2
CCC(C)(C)NC(=O)C(c1cccc(OC)c1)N(C(=O)CNC(=O)c1cccs1)c1cccnc1 (stereo not drawn)	-5	-5	2	-2	17	11	-5	-2	-6	-2	15
CC(C)c1ccc(C(=O)CC2(O)C(=O)N(CN3CCOCC3)c3ccccc32)cc1 (stereo not drawn)	-22	-29	-17	-5	-14	-7	-34	11	-2	-11	-8
CN(C)c1ccc(NC(=O)Nc2ccc3c(c2)c(=O)n(C)n3Cc2ccc(Cl)cc2)cc1	6	-12	-27	-1	2	-2	1	3	.	1	10
COc1cc(OC)cc(-c2c(C#Cc3ccsc3)c3cc(-c4ccc(OC)cc4F)ccc3n2C)c1	7	-27	9	2	10	-4	-13	-28	-6	0	-5
Cc1ccc(S(=O)(=O)N2CCN(C(=O)COC(=O)c3ccccc3OC(F)F)CC2)c(C)c1	-3	-9	8	11	-15	3	-21	3	-27	-6	1
CC(C)(C)n1ncc2c(=O)n(Cc3cc(F)c(Cl)cc3Cl)cnc21	-1	21	8	17	33	-15	-22	12	4	-24	28
COc1cc(OC)cc(C2=Cc3ccc(OC)cc3C(CC(C)=O)N2c2ccc(C#CC3(O)CCCCC3)cc2)c1 (stereo not drawn)	1	2	28	2	47	.	.	.	.	.	.
CCCCn1c(SCC(=O)NCc2ccco2)nc2c1c(=O)n(C)c(=O)n2C	-8	-12	11	-21	2	6	9	2	6	-12	6
Nc1ccc(Oc2ccccc2-c2ccccc2)cc1	48	68*	78*	-7	82*	6	44	0	29	58	.
C=CCN(C(=O)COC(=O)c1cc[n+]([O-])cc1)c1nc(-c2ccccc2)cs1	-39	-19	-10	12	-21	5	-41	2	-15	-33	-65
CCC1(c2ccc(F)cc2)NC(=O)N(CC(=O)Nc2ccc(C(N)=O)cc2)C1=O (stereo not drawn)	-19	10	-6	-14	5	7	-5	-9	-2	6	-2
CN(C(=O)c1cc(S(=O)(=O)N2CCOCC2)cs1)c1ccccc1	-16	9	17	35	-5	2	-6	-5	-1	-7	-4
O=C(CCc1ccccc1)Nc1ccc(S(=O)(=O)N2CCOCC2)cc1	-10	-4	9	-13	-7	-2	-19	7	-5	0	7

Four entries from above, as labelled records.
> COc1cc(OC)cc(-c2c(C#Cc3ccsc3)c3cc(-c4ccc(OC)cc4F)ccc3n2C)c1
  NR5A2 inv ag: 7	TROY signal inh: -27	COUP-TFII inh: 9	TRAIL sens C8: 2	TWEAK-Fn14 inh: 10	KKLEB cytotox: -4	NCOA1 inh: -13	CF NFkB block: -28	EBV LMP1 NFkB: -6	SRC3 inh: 0	Shn3 3UTR inh: -5
> Cc1ccc(S(=O)(=O)N2CCN(C(=O)COC(=O)c3ccccc3OC(F)F)CC2)c(C)c1
  NR5A2 inv ag: -3	TROY signal inh: -9	COUP-TFII inh: 8	TRAIL sens C8: 11	TWEAK-Fn14 inh: -15	KKLEB cytotox: 3	NCOA1 inh: -21	CF NFkB block: 3	EBV LMP1 NFkB: -27	SRC3 inh: -6	Shn3 3UTR inh: 1
> CC(C)(C)n1ncc2c(=O)n(Cc3cc(F)c(Cl)cc3Cl)cnc21
  NR5A2 inv ag: -1	TROY signal inh: 21	COUP-TFII inh: 8	TRAIL sens C8: 17	TWEAK-Fn14 inh: 33	KKLEB cytotox: -15	NCOA1 inh: -22	CF NFkB block: 12	EBV LMP1 NFkB: 4	SRC3 inh: -24	Shn3 3UTR inh: 28
> COc1cc(OC)cc(C2=Cc3ccc(OC)cc3C(CC(C)=O)N2c2ccc(C#CC3(O)CCCCC3)cc2)c1 (stereo not drawn)
  NR5A2 inv ag: 1	TROY signal inh: 2	COUP-TFII inh: 28	TRAIL sens C8: 2	TWEAK-Fn14 inh: 47	KKLEB cytotox: .	NCOA1 inh: .	CF NFkB block: .	EBV LMP1 NFkB: .	SRC3 inh: .	Shn3 3UTR inh: .

Continuation.
Molecule	NR5A2 inv ag	TROY signal inh	COUP-TFII inh	TRAIL sens C8	TWEAK-Fn14 inh	KKLEB cytotox	NCOA1 inh	CF NFkB block	EBV LMP1 NFkB	SRC3 inh	Shn3 3UTR inh
O=C(c1ccoc1)N1CCC2(CCCN(Cc3ccc(F)c(F)c3)C2)C1 (stereo not drawn)	35	-5	1	18	-16	-15	-1	-14	-1	14	-17
CCOc1ccc(C(=O)NCC(=O)OCC(=O)NC2CCCC2)cc1	-6	-16	-32	0	13	3	-4	-10	-4	10	5
COc1cccc(-n2c(C)nc3cc(C(=O)O)ccc32)c1	-16	8	11	-15	-7	-6	-20	-28	-5	5	-89
O=[N+]([O-])c1ccc(N/N=C/c2cccs2)nc1	-22	-39	-47	1	-5	19	-75	-31	-54	-53	-149
O=C(NCc1ccc(F)cc1)c1cc2n(n1)C(C(F)(F)F)CC(C1CC1)N2 (stereo not drawn)	3	-9	27	-13	21	-2	-24	0	2	-17	3
O=C(Cc1cccc(NC(=O)C2CCCN(C(=O)c3ccccc3)C2)c1)Nc1ccc(C(=O)N2CCOCC2)cc1 (stereo not drawn)	-12	3	0	-21	10	9	6	-4	-1	2	-23
C[C@H](CO)N1C[C@H](C)[C@@H](CN(C)Cc2ccc(-c3ccccc3)cc2)Oc2c(NS(=O)(=O)c3ccccc3)cccc2C1=O	7	-4	5	0	-16	-12	6	21	-4	5	-21
OCCN(Cc1ccccc1)CC1CC=CCC1 (stereo not drawn)	2	-17	-2	-2	-2	0	0	2	5	2	5
Cc1csc(NC(=O)Cn2nc(C)c([N+](=O)[O-])c2C)n1	-4	9	-1	1	27	4	-1	-6	-8	19	-1
COc1ccc(CNC(=O)COC(=O)c2cncc(Br)c2)cc1	-2	-15	11	4	-7	-1	-2	-4	3	5	-24
O=C(Cc1ccc(-n2c(=O)c3sccc3n(Cc3ccc(F)cc3)c2=O)cc1)NCc1ccco1	-23	6	1	13	11	-24	-53	-28	-2	-9	1
COc1ccc(NC(=O)CSCC(=O)NCCc2ccccn2)cc1	-12	3	13	-7	2	2	1	6	-4	4	6
O=C(COc1ccccc1)Nc1ccc([N+](=O)[O-])cc1	2	-2	-33	-4	-29	11	1	2	3	6	-17
CC(=O)Nc1ccc(C(=O)OCC(=O)N(c2ccccc2)C2CCCCC2)cc1	9	13	0	23	15	-16	10	-8	-25	11	-9
COc1cc(NC(=S)Nc2cccc(C)n2)cc(OC)c1OC	17	-23	1	2	20	-4	-4	10	-1	-7	-23
COC(=O)Cn1c2ccccc2c(=O)n1C(C)C	3	-40	-5	13	10	.	.	.	.	.	.
Cc1cc(C)c(S(=O)(=O)c2cc(F)ccc2C)c(Cl)n1	-9	-2	-5	10	-8	0	4	-12	5	-19	-6
CCn1c(SCC(=O)NNC(=S)Nc2ccc(C)cc2)nnc1-c1ccc(Cl)cc1	-3	-13	8	-4	9	-5	1	-9	-1	8	-5
CCOc1ccc(C(=O)NCCc2ccc3c(c2)OCCO3)cc1	8	-22	-3	10	7	0	-8	-10	-4	6	23
CN(Cc1ccccc1)C(=O)c1ccc(NC(=O)Cc2ccc(NC(=O)C3CCN(C(=O)c4ccccc4)CC3)cc2)cc1	0	14	11	17	-42	12	-13	-15	-5	-11	-10
O=C(NCC1CCCCC1)c1cc([N+](=O)[O-])ccc1Cl	28	-3	5	7	14	-5	13	-5	-6	7	10
